Source: PubChem BioAssay
CRFBP-R2 block: antagonists of CRF-binding protein/CRF-R2 receptor complex | HEK293 CRF-R2/CRF-BP, CRF-induced calcium fluorescence | 0.59% of 350,000 active | AID 588475 | inhibition, % at 11.8 µM;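 active = inhibition of the ligand-induced calcium signal above about 50% at the single tested concentration, limit read from the data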
GalR3 antagonist: blocks the human galanin receptor 3. inhibition, % at 3 µM. AID 651719. 0.44% of 360,000 active. HEK293 GalR3-CNG cAMP membrane potential fluorescence; galR3 body fused to GalR1 C-terminus. O60755;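 active = inhibition above the screen-wide average plus 3 SD, cut at about 13% in these data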;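 note: forskolin and galanin both at EC90 stimulate the cells; cAMP rise reported by CNG channel membrane potential dye signal; 0% = forskolin plus galanin with DMSO and 100% = forskolin alone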
Target sequence (O60755 1-299 limits assumed): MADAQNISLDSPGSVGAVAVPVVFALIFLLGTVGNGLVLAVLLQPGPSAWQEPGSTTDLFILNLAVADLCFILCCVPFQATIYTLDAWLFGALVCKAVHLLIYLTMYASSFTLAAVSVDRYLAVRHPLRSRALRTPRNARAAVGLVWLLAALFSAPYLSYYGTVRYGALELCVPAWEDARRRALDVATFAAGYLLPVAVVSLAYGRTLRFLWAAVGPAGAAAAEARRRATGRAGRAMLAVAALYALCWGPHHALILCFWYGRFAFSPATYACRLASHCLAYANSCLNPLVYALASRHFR
CRFBP-R2 agonist: CRF-BP/CRF-R2 complex agonism; HEK293 CRF-R2/CRF-BP, calcium dye fluorescence (FLIPR); percent of saturating CRF peptide response; 0.46% of 350,000 active; AID 588473; activation, % at 13.2 µM;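 active = activation of at least 50%, plus an integration ratio under a set limit after plate pattern correction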;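 note: plate controls were neutral control wells without compound for no effect and CRF at EC100 for full effect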
Active calls of the source: *; & = joins results of further samples. The list is partial; the hit share may differ from the screen's.

item | Compound | GalR3 antagonist | CRFBP-R2 block | CRFBP-R2 agonist
1 | CCCCn1c(N)c(N(CCOC)C(=O)c2sc3ccccc3c2Cl)c(=O)[nH]c1=O | 0 | 7 | -1.1
2 | CN(Cc1cccc(Cl)c1Cl)C(=O)c1cc(S(=O)(=O)N2CCOCC2)ccc1F | -4 | 4 | -0.8
3 | Cc1noc(C)c1CCC(=O)Nc1cc(C(=O)O)ccc1Cl | -8 | 11 | -1.4
4 | COc1ccc(CN(C)C(C)C(=O)Nc2ccc(S(=O)(=O)N3CCCCC3)cc2)cc1F (centres undefined) | -5 | -13 | 3.3
5 | COC(=O)c1sc(NC(=O)c2ccc3c(c2)OCO3)c(C#N)c1C | -8 | 3 | -0.3
6 | COC(=O)c1cccc(-c2noc(-c3ccccc3F)n2)c1 | 1 | 9 | 1.5
7 | C[C@@H]1Cn2cnc(C(=O)N[C@@H](Cc3c[nH]c4ccccc34)C(=O)OC(C)(C)C)c2C(=O)N1 | -5 | 1 | 5.7
8 | CC(C)(C)OC(=O)NCCc1onc(-c2cccc([N+](=O)[O-])c2)c1C(=O)O | -1 | 12 | -1.2
9 | Cc1ccccc1OCC(=O)N(Cc1ccco1)c1c(N)n(Cc2ccccc2)c(=O)[nH]c1=O | -5 | -8 | 0.8
10 | Cc1ccc(S(=O)(=O)N2C[C@H]3C(=O)C[C@@H](c4cccc(Cl)c4)N(S(=O)(=O)c4ccc(C)cc4)[C@H]3C[C@H]2c2ccc(Cl)cc2)cc1 | -8 | 1 | 4.5
11 | OCC[C@H]1C[C@H](O)[C@@H](O)[C@]2(OCc3ccccc32)O1 | -6 | 0 | 1.6
12 | CC(C)CN(C(=O)C1CCCCC1)C1CCS(=O)(=O)C1 (centres undefined) | -7 | -1 | -0.2
13 | COc1ccccc1N(C)S(=O)(=O)c1ccc(C(=O)N(C)Cc2ccc(OC(F)F)cc2)cc1 | -2 | 27 | 4.9
14 | O=C(Cc1ccc(S(=O)(=O)N2CCOCC2)s1)NCCOc1ccccc1 | -5 | -1 | -0.6
15 | CC(C)Cn1c(-c2cccc(S(=O)(=O)N3CCOCC3)c2)n[nH]c1=S | -7 | -8 | 0.1
16 | Cc1cc(C(F)(F)F)c2c(C)nn(-c3ccccc3)c2n1 | -2 | 6 | 8.8
17 | NNC(=O)Cn1nc(Cc2ccccc2)n(N)c1=O | -2 | -8 | 0.2
18 | CCC(=O)c1c(CC)c2n3c1CC[C@H]3CCC2 | -11 | 4 | -1.4
19 | CCn1c(=O)c2[nH]c(SC)nc2n(CC)c1=O | -6 | 3 | -1.2
20 | CC(=O)Nc1ccc(S(=O)(=O)N(C)CC(=O)OCC(=O)N2CCCCC2)cc1 | 0 | -3 | -0.3
21 | O=C(CCN1CCOCC1)NNC(=O)c1ccc(Cl)c([N+](=O)[O-])c1 | -7 | 7 | 0.4
22 | CCCN(CC(=O)Nc1ccccc1OC)C(=O)c1ccc(S(=O)(=O)Nc2ccccc2)cc1 | -4 | 2 | 0.6
23 | O=C(NC(=S)Nc1cccc(O)c1)C1CCCCC1 | -1 | -9 | -2.0
24 | Cc1ccc(NC(=O)CN2C(=O)NC3(CCCCC3C)C2=O)cc1S(=O)(=O)N1CCOCC1 (centres undefined) | -5 | -4 | -0.7
25 | CC1(C)Cc2cccc(OCC(=O)N3CCN(c4cccc(Cl)c4)CC3)c2O1 | -6 | -4 | -0.6
26 | COc1ccc(C(=O)NCCS(=O)(=O)NCCc2ccccc2)cc1 | 6 | -1 | -0.7
27 | COc1ccccc1N1CCN(CCCN2C(=O)C3CCCN3C2=O)CC1 (centres undefined) | -1 | 20 | 1.8
28 | C[C@H](CO)N1C[C@H](C)[C@@H](CN(C)S(C)(=O)=O)Oc2ccc(N(C)C)cc2C1=O | 0 | 2 | 1.5
29 | Cc1ccc(NC(=O)C2CCCC2)c(Br)c1 | -7 | -9 | 0.8
30 | COc1cc2c(c(Br)c1N)-c1cc(Br)c(N)cc1C2=O | -5 | 1 | 3.9
31 | O=C(c1ccc(Cl)cc1)N1CCN(c2ccc(N3CCOCC3)nn2)CC1 | -9 | 6 | 2.1
32 | Cc1cc2cc3c(=O)[nH]c(=O)nc-3n(CC(O)C(O)C(O)CO)c2cc1C (centres undefined) | 2 | -2 | -0.8
33 | COc1ccc(CNC(=O)COC(=O)C2(C)CC2(Cl)Cl)cc1 (centres undefined) | -5 | -2 | -3.0
34 | Cc1csc(=O)n1CCC(=O)OCC(=O)NNC(=O)c1ccc(Cl)cc1 | -1 | 0 | 3.6
35 | CC1(C)N=C(N)N=C(N)N1c1ccc(OCC(=O)N2CCOCC2)cc1 | -4 | 25 | -1.9
36 | CCCCC1(c2ccc(F)cc2)NC(=O)N(CC(=O)Nc2ccc(N3CCOCC3)cc2)C1=O (centres undefined) | 0 | -16 | 20
37 | COc1ccc(C=NNC(=O)c2ccccc2NS(=O)(=O)c2cccs2)cc1O | 1 | 8 | -1.3
38 | CC1CCCCC1NC(=O)NC(=O)COC(=O)c1nccnc1N (centres undefined) | -4 | 5 | -0.1
39 | CCCCC(CC)CO (centres undefined) | -2 | 14 | -2.8
40 | COCCn1c(=S)[nH]c2cc(C(=O)NCc3ccccc3)ccc2c1=O | -8 | -2 | -1.4

From entry 21 up to 31, as listed above:
item | Compound | GalR3 antagonist | CRFBP-R2 block | CRFBP-R2 agonist
21 | O=C(CCN1CCOCC1)NNC(=O)c1ccc(Cl)c([N+](=O)[O-])c1 | -7 | 7 | 0.4
22 | CCCN(CC(=O)Nc1ccccc1OC)C(=O)c1ccc(S(=O)(=O)Nc2ccccc2)cc1 | -4 | 2 | 0.6
23 | O=C(NC(=S)Nc1cccc(O)c1)C1CCCCC1 | -1 | -9 | -2.0
24 | Cc1ccc(NC(=O)CN2C(=O)NC3(CCCCC3C)C2=O)cc1S(=O)(=O)N1CCOCC1 (centres undefined) | -5 | -4 | -0.7
25 | CC1(C)Cc2cccc(OCC(=O)N3CCN(c4cccc(Cl)c4)CC3)c2O1 | -6 | -4 | -0.6
26 | COc1ccc(C(=O)NCCS(=O)(=O)NCCc2ccccc2)cc1 | 6 | -1 | -0.7
27 | COc1ccccc1N1CCN(CCCN2C(=O)C3CCCN3C2=O)CC1 (centres undefined) | -1 | 20 | 1.8
28 | C[C@H](CO)N1C[C@H](C)[C@@H](CN(C)S(C)(=O)=O)Oc2ccc(N(C)C)cc2C1=O | 0 | 2 | 1.5
29 | Cc1ccc(NC(=O)C2CCCC2)c(Br)c1 | -7 | -9 | 0.8
30 | COc1cc2c(c(Br)c1N)-c1cc(Br)c(N)cc1C2=O | -5 | 1 | 3.9
31 | O=C(c1ccc(Cl)cc1)N1CCN(c2ccc(N3CCOCC3)nn2)CC1 | -9 | 6 | 2.1

(cont.)
item | Compound | GalR3 antagonist | CRFBP-R2 block | CRFBP-R2 agonist
41 | CN(CCOc1ccccc1)S(=O)(=O)c1ccccc1C#N | -1 | 1 | 0.7
42 | COc1ccc(S(=O)(=O)N2CCOCC2)cc1NC(=O)c1c(-c2ccccc2)noc1C | -1 | -3 | 0.5
43 | CCC(CO)Oc1cc(NCc2ccccc2C(F)(F)F)c2ncn(C(C)C)c2c1 (centres undefined) | -4 | -5 | 0.4
44 | COc1ccccc1C(=O)N1CCN(c2ccc(N3CCOCC3)nn2)CC1 | -3 | 7 | 0.6
45 | COC1=C(Br)C(=O)c2ncccc2C1=O | -2 | 58* | -1.6
46 | Nc1c(C(=O)CSc2nccn2-c2cccc(F)c2)c(=O)[nH]c(=O)n1C1CC1 | -1 | 3 | 0.3
47 | COc1ccc(Cl)cc1C(=O)NNC(=O)c1cc2ccccc2o1 | -5 | 4 | -0.3
48 | CC(=O)N1C[C@H]2CON(C)[C@H]2C[C@H]1c1ccc(-c2ccc(C#N)cc2)cc1 | -5 | -17 | 1.4
49 | Cc1cc(-c2ccccc2)cc(C)n1 | -5 | 9 | -1.4
50 | Cc1ccc(NC(=O)c2ccc(Cl)c(S(=O)(=O)Nc3c(C)n(C)n(-c4ccccc4)c3=O)c2)cc1Cl | -1 | -13 | -1.2
51 | COc1ccc(NC(=O)CN(C)C(=O)c2csc3c2CCCC3)cc1 | -3 | 15 | -1.3
52 | O=C(CC1CC2CCC1C2)N1CCN(S(=O)(=O)c2ccccc2C(F)(F)F)CC1 (centres undefined) | -9 | -3 | -0.3
53 | Oc1ccc2ccccc2c1C=NNc1ccccn1 | -6 | -42 | -0.4
54 | COc1cc(C(C)=O)ccc1OCC(=O)N1CCCC1c1ccc2c(c1)OCCCO2 (centres undefined) | -6 | -8 | 1.6
55 | CC[C@]12c3[nH]c4cc(CCC(=O)N(C)C)ccc4c3CCN1C(=O)[C@@H](CC(=O)NCCc1ccccn1)C[C@@H]2C(=O)N1CCN(C(=O)c2ccco2)CC1 | -6 | -10 | 0.2
56 | O=C(O)c1ccccc1-c1cc2ccccc2[nH]1 | -6 | 12 | 0.2
57 | Cc1ccccc1OCC(=O)OCC(=O)NC1CCCC(C)C1C (centres undefined) | -7 | 0 | -1.4
58 | CN1OC[C@@H]2CN(Cc3ccccc3)[C@H](c3cccc(Oc4ccccc4)c3)C[C@@H]21 | -7 | 19 | 4.8
59 | C[C@H]1CN([C@@H](C)CO)C(=O)c2cccc(NS(=O)(=O)c3cn(C)cn3)c2O[C@H]1CN(C)S(C)(=O)=O | -3 | -1 | 0.1
60 | CCn1c2ccccc2c2cc(C#N)c(N)nc21 | -2 | 11 | -3.2
61 | CCOc1ccc(S(=O)(=O)NCCC(=O)NCC(C)(C)N2CCOCC2)cc1 | -2 | 2 | -1.3
62 | COCCN(C(=O)c1cc(Cl)ccn1)c1c(N)n(Cc2ccccc2)c(=O)[nH]c1=O | -4 | -27 | 7.5
63 | COc1ccc(S(=O)(=O)N(C)C[C@H]2Oc3c(NC(=O)Nc4ccccc4)cccc3C(=O)N([C@H](C)CO)C[C@@H]2C)cc1 | -3 | -4 | -2.2
64 | CC(OC(=O)C1CC(=O)N(Cc2ccco2)C1)C(=O)Nc1cccc(C#N)c1 (centres undefined) | -3 | 16 | -0.4
65 | CC(=O)N1CCN(C(=O)c2ccc(Cl)c(S(=O)(=O)N3CCCCCC3)c2)CC1 | -4 | 12 | -1.1
66 | COc1ccc(CN(C)CC(=O)Nc2cccc(S(=O)(=O)N(C)c3ccccc3)c2)c(OC)c1 | -9 | 6 | -0.8
67 | OCC1OC(c2ccc(OCc3ccccc3)cc2OCc2ccccc2)C(O)C1O (centres undefined) | -5 | 10 | -2.1
68 | Cc1[nH]c2ccccc2c1C(=O)CN1C(=O)NC2(CCCCCC2)C1=O | -2 | -12 | 0.1
69 | COCCCNC(=O)C[C@H]1C[C@H](C(=O)N(C(C)C)C(C)C)[C@@]2(C)c3[nH]c4cc(CCC(=O)N(C)C)ccc4c3CCN2C1=O | -4 | -1 | -2.6
70 | O=C(CNC(=O)c1ccccc1F)NCc1ccccn1 | -5 | -6 | 0.8
71 | COc1ccc(Cl)cc1S(=O)(=O)NC(C)C(=O)NCCCn1ccnc1 (centres undefined) | -2 | 23 | 1.3
72 | CCCCNC(=O)COC(=O)c1c2c(nc3ccccc13)/C(=C\c1cccs1)CC2 | -3 | -9 | 10
73 | Cc1cccc(C)c1NC(=O)CN1CCN(C(=O)CN2C(=O)NC3(CCCCC3C)C2=O)CC1 (centres undefined) | -4 | -12 | 2.8
74 | Cc1ccc(C(=O)OCC(=O)Nc2ccc3[nH]c(=O)[nH]c3c2)cc1S(=O)(=O)N1CCOCC1 | 0 | -4 | -0.6
75 | CC1CCCN(C(=O)CN2C(=O)c3ccccc3S2(=O)=O)C1 (centres undefined) | -5 | 7 | 2.9
76 | COc1ccccc1C1CC(=O)Oc2cc(C)cc(C)c21 (centres undefined) | -4 | -12 | -5.5
77 | COc1ccc(C(C)=NNC(=O)c2cccc(S(=O)(=O)N3CCCC3)c2)cc1 | -3 | 0 | -1.2
78 | CC(=O)N1CCN(C(=O)c2ccc(-c3cccc(C(F)(F)F)c3)o2)CC1 | -2 | -1 | -1.6
79 | NS(=O)(=O)c1cccc(NC(=O)CSc2nnc(NC3CC3)s2)c1 | -3 | -11 | -0.6
80 | O=C(C1CCC1)N1CCN(S(=O)(=O)c2ccccc2)CC1 | -3 | 4 | 2.5
81 | CCC(CO)Oc1cc(NC(=O)c2ccc(C)cc2)c2ncn(C(C)C)c2c1 (centres undefined) | -4 | 3 | -3.5
82 | COCCN(C(=O)c1cc(-c2ccc(F)cc2)nc2ccccc12)c1c(N)n(CC(C)C)c(=O)[nH]c1=O | -5 | 5 | -1.9
83 | OCC1(CO)CC2(C1)CC(CO)(CO)C2 | -6 | -12 | 1.2
84 | CN(CC(=O)NCC(=O)Nc1ccc(F)c(F)c1F)C1CCS(=O)(=O)C1 (centres undefined) | -6 | -5 | -0.1
85 | CCN1C(=O)[C@H]2[C@@H](c3ccc(-c4cc(C(C)=O)cs4)cc3)N3CCCC[C@@]3(C(=O)OC)[C@H]2C1=O | -1 | -20 | 2.9
86 | CCCCn1c(N)c(N(CCOC)C(=O)c2cccc(-n3cnnn3)c2)c(=O)[nH]c1=O | -5 | 2 | 5.6
87 | C[C@H](CO)N1C[C@H](C)[C@@H](CN(C)C(=O)Nc2ccc(C(F)(F)F)cc2)Oc2ccc(NS(=O)(=O)c3ccc(F)cc3)cc2C1=O | 1 | 0 | 0.8
88 | O=C1C(Cc2ccccc2)Nc2ncnc(N3CCOCC3)c2N1Cc1ccc(Cl)cc1 (centres undefined) | -5&-3 | -3 | 0.2

Single records, as listed above. Screens in order: GalR3 antagonist, CRFBP-R2 block, CRFBP-R2 agonist
OCC1(CO)CC2(C1)CC(CO)(CO)C2 as listed: -6, -12, 1.2
CCN1C(=O)[C@H]2[C@@H](c3ccc(-c4cc(C(C)=O)cs4)cc3)N3CCCC[C@@]3(C(=O)OC)[C@H]2C1=O as listed: -1, -20, 2.9
